Source: PubChem BioAssay (Southern Research Specialized Biocontainment Screening Center)
H37Rv inhibition – M. tuberculosis growth inhibition, HTS (AID 449762) | M. tuberculosis H37Rv growth inhibition, 7H9 media; higher % means a stronger effect | one-dose inhibition, % at 25 µM; IC50 in µM for titrated hits | 0.59% of 330,000 active; in the data active = a potency from the dose series; inconclusive = inhibition above about 70% without an active follow-up result;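 also: bacterial growth assessed after seven days of incubation; strong numbers were not always called active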
tuberculosis growth – growth inhibition of non-replicating M. tuberculosis (AID 488890); Mycobacterium tuberculosis non-replicating, growth inhibition; higher % means a stronger effect; inhibition, % at 25 µM, or IC50 in µM where a hit was titrated; 0.39% of 320,000 active; in the data active = a potency from the dose series; inconclusive = inhibition mostly from about 82% at the one dose, without a potency; inactive = the rest, 99 in 100 with inhibition below about 76%;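 also: plate controls were DMSO cells for no effect and high antibiotic wells for full effect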
Salmonella PhoP GFP – PhoP regulon inhibitors, Salmonella typhi PhoP promoter GFP reporter, confirmatory (AID 1850). 0.33% of 310,000 active. inhibition, % at 50 µM, or IC50 in µM where a hit was titrated. Salmonella Typhi PhoP-promoter GFP reporter, fluorescence, 4 h; higher % means a stronger effect; in the data active = a potency from the dose series; inconclusive = inhibition mostly from about 25% at the one dose, without a potency; inactive = the rest, 99 in 100 with inhibition below about 19%;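 also: 0% = induced wells with vehicle and 100% = uninduced wells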
influenza NS1A – H1N1 influenza NS1A inhibitors, functional cell based assay (AID 504329). NS1A functional cell-based assay, percent inhibition; higher % means a stronger effect. inhibition, % at 12.5 µM, or IC50 in µM where a hit was titrated. 0.3% of 340,000 active; in the data active = a potency from the dose series; inconclusive = inhibition above about 27% without an active follow-up result; also: strong numbers were not always called active
inhibitors of VEEV – inhibitors of VEEV TC-83 cytopathic effect, confirmation, Vero cells (AID 588727). one-dose inhibition, % at 20 µM; IC50 in µM for titrated hits. 0.13% of 350,000 active. Vero cells, VEEV TC-83 cytopathic effect inhibition; higher % means a stronger effect; in the data active = a potency from the dose series; inconclusive = inhibition mostly from about 14% at the one dose, without a potency; inactive = the rest, 99 in 100 with inhibition below about 12%; also: strong numbers were not always called active
inhibitors of VEEV 10K pilot screen – further read-out of inhibitors of VEEV, marked with its call; inhibition, %; measured here: 10K pilot screen inhibition
* = called active by the depositor; i = inactive; ? = inconclusive; . = not tested or not shown.

Start of the listing, in advance, 7 compounds:
SMILES	H37Rv inhibition	tuberculosis growth	Salmonella PhoP GFP	influenza NS1A	inhibitors of VEEV	others
O=C(c1cc([N+](=O)[O-])ccc1Cl)N1CCN(c2ccc(F)cc2)CC1	5.7%	8.2%	-5.4%	0.0%	8.5%
O=C(CSc1nnc(Cc2cc(=O)[nH]c(=O)[nH]2)n1-c1ccc(F)cc1)NC1CCCC1	-4.1%	-10.4%	-5.2%	-3.5%	0.2%
O=S(=O)(Cc1ccc(Cl)cc1)NCC1CCCO1 (centres undefined)	-9.7%	2.7%	-6.7%	4.8%	0.8%
CCC(C)NC(=O)CSc1nc2ccccc2c(=O)n1CCCN1CCCCC1 (centres undefined)	-11.7%	-11.0%	-1.8%	-1.4%	1.6%
c1cncc(C2CC(c3cccs3)n3ncnc3N2)c1 (centres undefined)	-8.2%	2.8%	0.1%	1.8%	0.4%
Nc1ccc(CCN2CCCC2)cc1	-17.3%	-26.2%	-2.7%	-3.0%	1.1%
Cc1ccc(C)c(N2CCN(S(=O)(=O)c3ccc4c(c3)NC(=O)CS4)CC2)c1	3.2%	19.5%	5.8%	5.2%	i

Results, repeating the preview:
SMILES	H37Rv inhibition	tuberculosis growth	Salmonella PhoP GFP	influenza NS1A	inhibitors of VEEV	others
O=C(c1cc([N+](=O)[O-])ccc1Cl)N1CCN(c2ccc(F)cc2)CC1	5.7%	8.2%	-5.4%	0.0%	8.5%
O=C(CSc1nnc(Cc2cc(=O)[nH]c(=O)[nH]2)n1-c1ccc(F)cc1)NC1CCCC1	-4.1%	-10.4%	-5.2%	-3.5%	0.2%
O=S(=O)(Cc1ccc(Cl)cc1)NCC1CCCO1 (centres undefined)	-9.7%	2.7%	-6.7%	4.8%	0.8%
CCC(C)NC(=O)CSc1nc2ccccc2c(=O)n1CCCN1CCCCC1 (centres undefined)	-11.7%	-11.0%	-1.8%	-1.4%	1.6%
c1cncc(C2CC(c3cccs3)n3ncnc3N2)c1 (centres undefined)	-8.2%	2.8%	0.1%	1.8%	0.4%
Nc1ccc(CCN2CCCC2)cc1	-17.3%	-26.2%	-2.7%	-3.0%	1.1%
Cc1ccc(C)c(N2CCN(S(=O)(=O)c3ccc4c(c3)NC(=O)CS4)CC2)c1	3.2%	19.5%	5.8%	5.2%	i
COc1cc(/C=N/O)ccc1OCc1ccc(Cl)cc1	58.0%	34.1%	-3.0%	.	.
COC(=O)c1sc(NC(=S)NNC(=O)c2c(Br)c(C)nn2C)c(C(=O)OC)c1C	0.4%	?	0.9%	-10.3%	i
COc1ccc(CCNC(=O)CCCn2c(=O)c3cccn3c3cccnc32)c(OC)c1OC	-0.5%	8.7%	4.6%	0.6%	3.4%
C[C@H](CO)N1C[C@H](C)[C@@H](CN(C)S(=O)(=O)c2cccs2)Oc2ccc(NC(=O)Cc3ccccc3)cc2C1=O	-2.3%	18.6%	.	-1.6%	6.8%
CC(=O)Nc1cc(NC(C)=O)cc(C(=O)NCC2(N3CCOCC3)CCCCC2)c1	.	.	.	-3.5%	2.5%
CCOc1ccc2ccccc2c1C1NC(=O)N(C)C(C)=C1C(=O)OCCOC (centres undefined)	-2.9%	-0.5%	7.5%	9.4%	0.8%
OCC[C@@H]1C[C@H](O)[C@@H](O)[C@@]2(OCc3ccccc32)O1	8.1%	-7.5%	2.9%	0.9%	i	inhibitors of VEEV 10K pilot screen=0.3
CCN(CC(=O)Nc1c(F)cccc1F)C(=O)c1ccc(COc2ccccc2)cc1	11.2%	-0.7%	2.3%	10.4%	3.7%
CC(=O)c1c(C)[nH]c(C(=O)OCc2csc(CC(=O)Nc3ccccc3C)n2)c1C	3.8%	52.9%	.	-5.7%	8.1%
O=C(O)c1cccc(NC(=O)c2cn(-c3ccccc3)nc2-c2cc3ccccc3o2)c1	5.2%	-0.2%	3.1%	-5.3%	7.6%	inhibitors of VEEV 10K pilot screen=5.5
CCO/N=C(/c1nonc1N)N1CCN(c2ccc([N+](=O)[O-])cc2)CC1	-6.5%	-2.9%	0.9%	-0.8%	2.4%
Cn1c(=O)c2c(ncn2Cc2ccc(Cl)c(Cl)c2)n(C)c1=O	2.4%	22.0%	-1.0%	-12.1%	1.5%
CC(=NC1CC1)c1c(-c2ccccc2)[nH]n(-c2nc3ccccc3s2)c1=O	16.5%	26.9%	4.4%	0.8%	3.1%

4 records drawn at random from those above:
SMILES	H37Rv inhibition	tuberculosis growth	Salmonella PhoP GFP	influenza NS1A	inhibitors of VEEV	others
CC(=NC1CC1)c1c(-c2ccccc2)[nH]n(-c2nc3ccccc3s2)c1=O	16.5%	26.9%	4.4%	0.8%	3.1%
CCN(CC(=O)Nc1c(F)cccc1F)C(=O)c1ccc(COc2ccccc2)cc1	11.2%	-0.7%	2.3%	10.4%	3.7%
O=C(CSc1nnc(Cc2cc(=O)[nH]c(=O)[nH]2)n1-c1ccc(F)cc1)NC1CCCC1	-4.1%	-10.4%	-5.2%	-3.5%	0.2%
c1cncc(C2CC(c3cccs3)n3ncnc3N2)c1 (centres undefined)	-8.2%	2.8%	0.1%	1.8%	0.4%

(next part)
SMILES	H37Rv inhibition	tuberculosis growth	Salmonella PhoP GFP	influenza NS1A	inhibitors of VEEV	others
NS(=O)(=O)c1ccc(CCNCc2ccccc2OCc2ccc(F)cc2)cc1	6.0%	25.8%	19.0%	1.4%	1.2%
CCCn1c(SCC(=O)c2cc(OC)ccc2OC)nc2c1c(=O)n(C)c(=O)n2C	.	.	.	-6.9%	0.7%
N#Cc1c(NC(=O)Cn2c(=O)oc3ccccc32)oc(-c2ccccc2)c1-c1ccccc1	3.1%	-2.9%	0.7%	5.3%	6.5%
N#CC1c2ccccc2-n2nncc2CN1S(=O)(=O)c1ccccc1 (centres undefined)	.	.	.	4.1%	i
O=C(NCCSCc1ccco1)c1ccc(CN2CCOCC2)cc1	-6.3%	4.0%	-7.9%	-3.5%	0.3%
O=C(NCc1ccc(F)cc1)c1ccc(CS(=O)(=O)Cc2ccccc2F)o1	0.0%	13.0%	1.4%	-7.5%	9.3%
Cc1cc(C2C(C#N)=C(N)OC3=C2C(=O)CCC3)c(C)s1 (centres undefined)	-5.3%	6.0%	1.6%	20.3%	1.9%	inhibitors of VEEV 10K pilot screen=0.8
COc1ccc(-c2nnn(CC(=O)c3ccc4c(c3)OCCO4)n2)cc1OC	1.4%	26.7%	2.8%	-0.4%	1.9%
O=C(O)c1ccc2c3c(cccc13)C(=O)N(OS(=O)(=O)c1ccccc1)C2=O	-2.3%	-12.8%	3.6%	-18.9%	1.2%
O=C(NNC(=S)Nc1ccccc1)c1cccnc1	-8.1%	-11.2%	-10.8%	-5.1%	i
Cc1sc2nc(CSCC(=O)Nc3c(Cl)cccc3Cl)[nH]c(=O)c2c1C	4.7%	16.6%	-4.1%	-0.4%	6.7%
Cc1ccc(-n2nc3c(N4CCC(C(=O)NCc5ccccc5C)CC4)nnc(C)c3c2C)cc1	46.9µM*	53.8%	-19.1%	-1.6%	i
Cc1c(Cl)cccc1NC(=O)CSc1nnc(CCNC(=O)OC(C)(C)C)o1	-16.7%	8.4%	-3.3%	4.4%	1.2%
CN(C)C1(c2nnnn2-c2ccc(Cl)cc2)CCCCC1	-8.9%	.	11.5%	6.9%	4.7%
CC1CCN(C(=O)C2CCN(CC(C)c3ccccc3)CC2)CC1 (centres undefined)	-4.4%	-15.7%	7.1%	-20.7%	i
Fc1ccc2c(c1)nnn2C1CCN(Cc2nnnn2C2CCCCC2)CC1	-2.9%	20.1%	5.0%	-6.7%	1.3%
CCS(=O)(=O)N1Cc2ccccc2CC1C(=O)N(C)Cc1ccc(OC)cc1OC (centres undefined)	-4.3%	-12.3%	0.7%	5.5%	1.4%
COC(=O)c1ccc(OCCOc2ccc(C(=O)OC)cc2)cc1	2.7%	39.0%	-12.1%	23.9%	0.2%
Cc1cc(F)ccc1S(=O)(=O)NCC1CC2CCC1C2 (centres undefined)	-2.5%	49.2%	-21.7%	-7.1%	i
CC(=O)OCCCN1C(=O)c2ccc(Br)cc2C1=O	-0.6%	-1.4%	-3.9%	4.7%	2.8%
Cc1cc(SCC(=O)OCC(=O)NCc2ccc3c(c2)OCO3)c(C)cc1Br	-8.3%	?	-6.1%	-1.9%	1.0%
CC(C)c1cccc(OCCN2CCCC2)c1	0.7%	6.5%	10.2%	-5.0%	0.8%
NC(=O)c1ccc(NC(=O)COC(=O)CC2CC3CCC2C3)cc1 (centres undefined)	0.7%	9.0%	.	-8.9%	4.9%
C[C@@H]1CN(S(=O)C(C)(C)C)[C@H](CCO)/C1=C\CCO (some centres undefined)	.	.	.	-25.6%	1.4%
Cc1cc(C)n2nc(SCC(N)=O)nc2n1	-5.0%	-5.8%	2.4%	2.8%	0.9%
Clc1ccc(CCNc2ncnc3c2nnn3Cc2ccccc2)cc1	8.4%	2.0%	-6.9%	-5.6%	1.8%
O=C(OCCN1CCN(c2ncc(C(F)(F)F)cc2Cl)CC1)c1ccc(Cl)cc1	?	56.3%	-7.4%	-5.5%	1.4%
CCC(CO)Oc1cc(NC(=O)c2ccccc2F)c2ncn(C(C)C)c2c1 (centres undefined)	-0.4%	8.5%	.	2.0%	10.5%
O=C(CCc1ccccc1)Nc1ccncc1	-9.4%	3.3%	-7.0%	-3.4%	1.4%
CCc1cccc(OCC(=O)Nc2ccc(S(=O)(=O)Nc3ccccn3)cc2)c1	-1.8%	25.1%	-10.9%	-15.1%	i
CCOC(=O)C(=O)Nc1ccc(Oc2ccccc2)cc1	36.5%	53.7%	-5.4%	6.7%	0.2%	inhibitors of VEEV 10K pilot screen=0.8
O=C(Nc1cc(Cl)ccc1N1CCOCC1)c1ccco1	-2.1%	-14.1%	-2.6%	-4.2%	4.4%
O=C(Nc1ccc(Br)cc1Cl)NC1CC1	4.2%	40.5%	-6.6%	-9.3%	0.8%
COc1cccc(C(N)=O)c1	-1.7%	-16.3%	6.0%	-7.2%	i
O=c1c(-c2ccc(Cl)cc2)[n+]([O-])c2ccccc2n1OCc1nc2ccccc2[nH]1	-15.6%	20.5%	6.7%	6.7%	5.9%
O=C(CCSCc1ccccc1Cl)NC1CCCCC1	0.9%	19.3%	17.6%	-1.5%	1.4%
COC(CNS(=O)(=O)c1cccc2nonc12)OC	2.4%	-6.8%	-10.6%	10.1%	2.0%	inhibitors of VEEV 10K pilot screen=0.2
CCCCN(CCCNC(=O)C1CCN(C(=O)c2cc3sccc3n2C)CC1)Cc1ccccc1	-8.9%	37.1%	-5.2%	11.8%	i
CCN(CC(=O)NCc1cccs1)C(=O)c1ccc(N(C)S(=O)(=O)c2ccc(C)cc2)cc1	.	.	.	8.5%	4.6%
O=[N+]([O-])c1ccc(Cl)c2cccnc12	4.8%	-6.0%	-13.0%	4.4%	1.5%
Cc1cccc(NS(=O)(=O)c2cccc3cccnc23)n1	-1.4%	9.2%	-9.7%	-12.1%	i
COc1ccc(NC(=O)CN(C)C(=O)c2cccc(S(=O)(=O)N3CCN(C)CC3)c2)cc1	-2.1%	8.1%	-3.6%	-8.3%	3.2%
CC(=O)Nc1nnc(-c2c(-c3c(Cl)cccc3Cl)noc2C)o1	-5.9%	40.1%	6.1%	-0.1%	2.0%
CN1CCN(C(=O)c2cn(-c3ccccc3)nc2-c2cccnc2)CC1	-4.2%	-5.0%	8.4%	-3.7%	0.8%
COc1cccc(C2Nc3ccc4ccccc4c3C3=C2C(=O)CCC3)c1O (centres undefined)	2.5%	0.9%	-3.6%	-6.4%	i
COc1ccc(S(=O)(=O)NCC(c2ccco2)N2CCOCC2)cc1 (centres undefined)	-3.5%	-11.6%	5.5%	-3.9%	1.3%
CC(C)NC(=O)Cn1c(SCC(=O)N2CCCCCC2)nc2ccccc21	-1.8%	-1.5%	-3.8%	-5.2%	0.4%
CCSc1nnc(NC(=O)C2(C)Cc3ccccc3C(=O)O2)s1 (centres undefined)	2.4%	10.3%	-8.4%	-9.9%	i
Cc1ccc(N/N=C(\C#N)C(N)=S)c(C)c1	-3.1%	?	-13.0%	7.3%	3.0%
Cc1ccc2cc(S(=O)(=O)NCCCC(=O)O)ccc2c1	-12.9%	-11.0%	-3.8%	-13.4%	2.6%
